HP1b binding inh – HTS for Inhibitors of HP1-beta Chromodomain Interactions with Methylated Histone Tails. Chromobox protein homolog 1 (Homo sapiens), P83916. AlphaScreen HP1-beta / biotin-H3K9me3 peptide binding. actives 0.56% (n = 390,000). Potency, µM (titrated, usually from 114 µM), without a hit: top-dose activity change, negative = inhibition, usual class: inhibitors; further: nearly all actives have a fitted effect of over 70% in size; inactives centre near 23
Target sequence (P83916 whole entry, looked up): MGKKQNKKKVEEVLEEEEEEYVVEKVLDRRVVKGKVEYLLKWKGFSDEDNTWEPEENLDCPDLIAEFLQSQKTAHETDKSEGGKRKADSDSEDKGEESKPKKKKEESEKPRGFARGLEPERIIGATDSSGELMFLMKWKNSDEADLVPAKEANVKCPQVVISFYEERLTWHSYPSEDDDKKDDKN
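AlphaScreen: HP1-beta (50 nM) preformed 30 min with biotin-H3(1-18)K9me3 peptide (50 nM) in PBS pH 7.4, 0.01% Tween-20. Compound added for 30 min at RT, then streptavidin donor/nickel chelate acceptor beads (10 ug/mL) for 30 min.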
Pin1 inh – qHTS Assay to Find Inhibitors of Pin1; actives 0.009% (n = 390,000); Potency, µM (highest dose often 115 µM), for inactives: at the top dose activity, negative = inhibition, most hits filed as inhibitors; AID 504891, 2011; Pin1 FP peptide displacement, HiFluor488, 10 min; active means well fitted inhibition curve with a large enough effect in the polarisation, with a control signal flat, not every such curve was filed as active; inconclusive means small, poorly fitted or top-dose-only effect, or effect the other way, or a change in a side signal; inactive means no such curve, though single readings can be large or run the other way; the % refers to the polarisation; further: on the % scale 0 is the no-effect control and ±100 the full control effect
12-LOX inh – Primary qHTS assay for inhibitors of human arachidonate 12S-lipoxygenase (ALOX12): Round 2; AID 1671190, 2021; Potency, µM (series often up to 108 µM), inactives show top-dose activity change, negative = inhibition, most hits filed as inhibitors; purified 12hLO, xylenol orange hydroperoxide absorbance; actives 1.1% (n = 580,000); Polyunsaturated fatty acid lipoxygenase ALOX12 (Homo sapiens), P18054; further: on the % scale 0 is the no-effect control and ±100 the full control effect
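Purified human 12hLO at 150 nM in 25 mM Hepes, 0.01% Triton X-100, pH 7.0, preincubated 15 min at room temperature with compound. Reaction started with 40 uM arachidonic acid, 30 min at room temperature. Hydroperoxide measured by Fe-xylenol orange, 573/405 nm absorbance ratio.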
JMJD2A Tudor – qHTS Assay for Inhibitors of JMJD2A-Tudor Domain. Lysine-specific demethylase 4A (Homo sapiens), O75164. AlphaScreen JMJD2A-Tudor / H3K4me3 peptide binding. Potency, µM (highest dose often 114 µM), for the others: top-dose activity change, negative = inhibition, actives largely listed as inhibitors. actives 4.4% (n = 390,000). AID 504339, 2011; further: on the % scale 0 is the no-effect control and ±100 the full control effect; nearly all actives have a fitted effect of over 50% in size
TrxR1 inh – qHTS Assay for Inhibitors of Mammalian Selenoprotein Thioredoxin Reductase 1 (TrxR1): qHTS | recombinant rTrxR1, NADPH fluorescence consumption, selenite substrate | Potency, µM (titrated, usually from 114 µM), without a hit: top-dose activity change, negative = inhibition, actives largely listed as inhibitors | Thioredoxin reductase 1, cytoplasmic (Rattus norvegicus), O89049 | actives 1% (n = 390,000); further: on the % scale 0 is the no-effect control and ±100 the full control effect; nearly all actives have a fitted effect of over 65% in size
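Rat TrxR1 (90 nM in the dispensed reagent) was pre-reduced with 400 uM NADPH for 5 min at room temperature, then incubated with compound for 15 min. After 400 uM selenite was added, NADPH fluorescence (Ex 340/Em 450 nm) was followed for 8 min.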
GLS inhibitor – qHTS for Inhibitors of Glutaminase (GLS); Glutaminase kidney isoform, mitochondrial (Homo sapiens), O94925; Potency, µM (top dose mostly 45.5 µM), for the others: at the highest dose activity change, negative = inhibition, hits mostly inhibitors; GLS enzymatic activity, qHTS titration; actives 0.21% (n = 410,000); further: on the % scale 0 is the no-effect control and ±100 the full control effect
Target sequence (O94925 whole entry, looked up, canonical isoform): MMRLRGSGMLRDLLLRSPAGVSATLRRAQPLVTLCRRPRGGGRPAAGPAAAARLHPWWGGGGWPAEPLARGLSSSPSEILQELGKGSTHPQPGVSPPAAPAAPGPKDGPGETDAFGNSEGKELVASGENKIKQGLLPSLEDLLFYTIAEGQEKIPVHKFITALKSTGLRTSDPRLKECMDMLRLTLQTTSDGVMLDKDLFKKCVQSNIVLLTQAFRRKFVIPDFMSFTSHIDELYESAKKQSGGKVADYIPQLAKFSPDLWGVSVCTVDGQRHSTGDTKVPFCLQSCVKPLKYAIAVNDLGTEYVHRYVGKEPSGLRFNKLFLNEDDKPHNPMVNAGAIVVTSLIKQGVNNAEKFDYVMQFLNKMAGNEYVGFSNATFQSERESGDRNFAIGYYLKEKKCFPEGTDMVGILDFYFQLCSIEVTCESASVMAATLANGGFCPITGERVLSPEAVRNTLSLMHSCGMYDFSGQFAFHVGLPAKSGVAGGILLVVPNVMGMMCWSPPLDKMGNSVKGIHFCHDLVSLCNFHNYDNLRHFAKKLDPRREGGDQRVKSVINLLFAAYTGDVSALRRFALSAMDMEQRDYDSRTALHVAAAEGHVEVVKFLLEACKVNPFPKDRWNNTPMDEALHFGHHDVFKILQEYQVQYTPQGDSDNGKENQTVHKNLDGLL
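Read-out is an Amplex red fluorescence increase coupled through glutamate oxidase and HRP, measured before and after 30 min room-temperature incubation. hKGA is in 45 mM KH2PO4 (pH 8.2) with 0.02% Tween-20; glutamine added as 1mM solution.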
RGS4 inhibitor – Inhibitors of Regulator of G Protein Signaling (RGS) 4: qHTS; Regulator of G-protein signaling 4 (Homo sapiens), P49798; Transcreener GDP fluorescence polarization, RGS4-accelerated GTP hydrolysis; Potency, µM (top dose mostly 114 µM), for inactives: at the top dose activity change, negative = inhibition, usual class: inhibitors; actives 0.039% (n = 390,000); AID 504845, 2011; further: on the % scale 0 is the no-effect control and ±100 the full control effect; nearly all actives have a fitted effect of over 75% in size; some results filed as inactive show a strong effect at the top dose
Target sequence (P49798 whole entry, looked up): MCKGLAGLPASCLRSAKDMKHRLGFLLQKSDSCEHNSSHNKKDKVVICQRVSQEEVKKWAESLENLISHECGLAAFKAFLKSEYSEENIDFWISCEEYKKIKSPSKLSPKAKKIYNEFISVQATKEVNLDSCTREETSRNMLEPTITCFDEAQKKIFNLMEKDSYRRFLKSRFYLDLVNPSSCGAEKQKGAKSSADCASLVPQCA
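MLSMR compounds (23 nl, pin-transferred) preincubated 10 min at room temperature with a 500nM (2x) first reagent, then RGS4 at 900nM (2x) plus Transcreener GDP mix added; fluorescence polarization (620/688 nm) read before and after 90 min at 30 °C.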
ERG Ets-DNA blk – qHTS for Small Molecule Inhibitors of the ERG Ets/DNA interaction; Transcriptional regulator ERG (Homo sapiens), P11308; fluorescence polarization, His-ERG Ets domain / labelled DNA; Potency, µM (top dose mostly 76.9 µM), for inactives: at the top dose FP activity, negative = inhibition, hits mostly inhibitors; actives 0.028% (n = 370,000); active means well fitted inhibition curve with a large enough effect in the polarisation, with a control signal flat; inconclusive means small, poorly fitted or top-dose-only effect, or effect the other way, or a change in a side signal; inactive means no such curve, though single readings can be large or run the other way; the % refers to the polarisation;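 further: polarization taken with two DNA probes labelled with fluorescein and Texas red; % of control where 0% means no effect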
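His-tagged ERG Ets domain (1 uM in the protein solution; 300mM KCl, 50mM Tris-HCl, 1mM EDTA, 1mM DTT, pH 7.5) received compound, then a probe mix of 5 nM fluorescein-DNA and 100nM Texas-615-DNA. Fluorescence polarization was read for both dyes.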
Tb PGK inh – qHTS Assay to Find Inhibitors of Phosphoglycerate Kinase. AID 602233, 2012. PGK/GAPDH coupled, Kinase-Glo luminescence, 60 min. Phosphoglycerate kinase, glycosomal (Trypanosoma brucei brucei), P07378. actives 0.043% (n = 380,000). Potency, µM (top dose mostly 57.5 µM), for inactives: top-dose activity change, negative = inhibition, most hits filed as inhibitors; further: on the % scale 0 is the no-effect control and ±100 the full control effect; nearly all actives have a fitted effect of over 60% in size
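Recombinant glycosomal PGK reaction used 1,3-bisphosphoglycerate generated in-well by GAPDH (100nM final) in 100mM TEA pH 7.6, 5mM MgCl2, 0.01% Tween-20. After 60 minutes at room temperature, ATP was read by Kinase-Glo Plus luminescence end-point.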
* marks the source's active call; other numbers are inactive results; i = inactive; ? = inconclusive; . = no result given; & = joins results of further samples; [ ] = another dose, or the depositor's remark. Unless noted, the call rests on the fitted dose curve; in most records, active means well fitted curve in the direction sought with a large enough effect; inconclusive means small, poorly fitted or top-dose-only effect, or another doubt; inactive means no such curve, though single readings can be large; an effect the other way counts as inactive or inconclusive. Potency means the concentration at half of the fitted maximal effect.

SMILES	HP1b binding inh	Pin1 inh	12-LOX inh	JMJD2A Tudor	TrxR1 inh	GLS inhibitor	RGS4 inhibitor	ERG Ets-DNA blk	Tb PGK inh
CCCn1c(=O)c2sccc2n2c(CCCC(=O)NCc3cccnc3)nnc12	64%[activator]	-10%	12%	-14%	-4%	-3%	-33%[56.9 µM]	-10%	4%
COc1ccc(C2(C)NC(=O)N(CC(=O)NCCC3=CCCCC3)C2=O)cc1OC (stereo unspecified)	9%	4%	-49%	-10%	20%	0%	12%	-14%	-6%
COc1cc(/C=N/NC(=O)CCN2CCCCC2)ccc1O	28%	1%	-11%	-3%[11.4 µM]	17%[57.1 µM]	-18%	-7%	-5%	-7%
CC(=O)Nc1cccc(NC(=O)c2cccc(-c3ccc(O)cc3)c2)c1	-8%	7%	5%	-17%	43%[activator][57.1 µM]	-30%	14%	1%	-8%
COc1cccc(N2C(=O)Nc3ccc(Br)cc3C2(O)C(=O)NCCN(C)C)c1 (stereo unspecified)	29%	-12%	2%	-6%	7%	12%	20%	-2%	5%
CCCCN=C1NN=C(c2cccc([N+](=O)[O-])c2)CS1	-2%	-4%	-7%	-31%	-4%	-9%	?	-4%	i
CCCCOc1ccc(C(=O)NCCC(=O)NCCCC(=O)OCC)cc1	16%	2%	-14%	-8%	16%[57.1 µM]	-14%	-23%	?	-5%
COc1ccc(-c2noc(N3CCCC(C(=O)Nc4ccc(F)cc4F)C3)n2)cc1 (stereo unspecified)	33%	-3%	7%	-1%	11%[57.1 µM]	1%	16%	9%	-7%
CN(C(=O)c1cccnc1)c1nnc(-c2cccnc2)s1	16%	2%	0%	-10%	-5%	0%	-7%	-7%	1%
CC(c1ccccc1)c1nnc(N)s1 (stereo unspecified)	46%[activator]	-1%	4%	-4%	12%	-12%	-5%	12%	-8%
O=C(NNC(=O)c1cc(Br)ccc1Cl)c1csc(N2CCOCC2)n1	35%	-1%	6%	-10%	-1%	0%	-3%	-1%	-6%
COc1ccc2cc(C(=O)Nc3c(C)n(C)n(-c4ccccc4)c3=O)sc(=O)c2c1OC	53%[activator]	1%	.	-8%	5%	4%	-14%	-12%	6%
Cc1cccc(OCC(=O)Nc2cccc(C(=O)Nc3ccccc3C(=O)O)c2)c1	8%	3%	-10%	-23%	-19%	15%	-21%	1%	1%
COc1ccc(S(=O)(=O)Cc2ccc(C(=O)NC3CCCCC3)o2)cc1	9%[57 µM]	3%&-1%	-5%&0%	-10%&-14%	10%&-5%	1%&3%	25%&-7%	0%&-1%	10%
Cc1nc(NCc2ccco2)c2c(C)c(C)sc2n1	?	3%	?	3.2µM*	-3%	-7%	-6%	-8%	-10%
Cc1ccccc1CNS(=O)(=O)c1ccccc1[N+](=O)[O-]	23%	-4%	-4%	-12%[11.4 µM]	18%	-2%	13%	2%	-1%
COc1ccccc1-c1nnc2n1N=C(c1ccc(O)c(O)c1)CS2	-2%	?	.	?	-21%	-29%	-17%	-2%	-19%
CC1CCCCC1NC(=O)CN1CCN(Cc2ccccc2Cl)C1=O (stereo unspecified)	20%	-1%	12%	-7%	0%	1%	2%	-1%	i
CN(C)CCn1c2c(c(SCC(=O)Nc3ccccc3C(F)(F)F)nc1=O)CCCC2	45%[activator]	-3%	-3%	7%	20%	2%	12%	-5%	6%
COc1ccccc1OCc1ccc(C(=O)N(C)C)o1	26%	5%	0%	4%	-2%[57.1 µM]	-1%	-3%	2%	i
CCOC(=O)c1c(C)[nH]c(C)c1S(=O)(=O)N1CCCC(C(=O)N2CCN(c3ccc(Cl)cc3)CC2)C1 (stereo unspecified)	-4%	6%	-23%	?	6%[57.1 µM]	27%	8%	-8%	6%
COc1ccc(/C=N/NC(=O)c2cnccn2)c(OC)c1OC	30%	9%	1%	-12%	2%	0%	23%	4%	-3%
Cc1ccn2c(=O)c(C(=O)NCCc3ccccc3)c(O)nc2c1	31%	5%	0%	3%	4%	-7%	-3%	0%	-6%
CCc1cc2ccccc2nc1SCC(=O)Nc1cc(C)on1	36%	-2%	0%	-4%	13%[57.1 µM]	10%	-12%	-6%	-1%
Cc1[nH]n(-c2ccc([N+](=O)[O-])cc2)c(=O)c1C=NCCN1CCN(C(=O)c2ccc(F)cc2)CC1	37%	-3%	-7%	-5%	-6%[57.1 µM]	4%	7%	0%	4%
CC(=O)Nc1cccc(Oc2ncnc3scc(-c4ccc(C)cc4)c23)c1	17%	7%	-16%	?	-1%	-3%	7%[11.4 µM]	3%	-3%
COc1ccc(-n2nc(C(=O)NCC(=O)N3CCN(c4ccccc4OC)CC3)c3ccccc3c2=O)c(OC)c1	-23%	-1%	?	-21%	-15%	0%	1%	1%	i
Cc1cc(C(=O)NCCCN2CCN(C3CCCCC3)CC2)n(-c2ccccc2)n1	19%	-13%	4%	-22%	-3%	9%	7%	2%	-7%
COc1cccc(C(=O)C2CCCN(Cc3cccc(-n4cccn4)c3)C2)c1 (stereo unspecified)	7%	-1%	0%	-18%	37%[activator]	0%	-11%	0%	5%
CCCCCCSC1=C(C#N)C(c2ccccc2)CC(=O)N1 (stereo unspecified)	22%	3%	-4%	-3%	5%	-7%	1%	.	i
CCc1ccccc1S(=O)(=O)Cc1ccc(C(=O)NCCc2ccccc2)o1	-2%	0%	-5%	?	-29%	1%	5%[11.4 µM]	6%	-5%
NS(=O)(=O)c1ccc(CCNC(=O)Cc2cccs2)cc1	40%[activator]	2%	?	4%	3%	2%	-24%	10%	i
COc1ccc2c(c1)c(CC(=O)Nc1cc(C)cc(C)c1)c(C)n2C(=O)c1ccc(Cl)cc1	23%	3%	?	12%	5%	0%	23%	5%	-6%
O=C(CCn1nc(-c2ccc(Cl)cc2)c2ccccc2c1=O)Nc1cccnc1	23%	-8%	7%	-1%	3%	-11%	7%	8%	-1%
OC(c1ccccc1)C1CN(Cc2ccccc2)CCC1(O)c1ccccc1 (stereo unspecified)	3%	-9%	-3%	-17%	?	7%	16%	.	.
COc1ccc(-c2nc(SCC(=O)N3CCOCC3)n[nH]2)cc1	20%	6%	160%[activator]	-4%	8%[57.1 µM]	5%	-8%	3%	7%
COc1ccc(C(CNC(=O)COc2cccc(C)c2)N2CCCC2)cc1 (stereo unspecified)	37%	1%	-14%	-14%	20%	12%	-6%	-4%	6%
O=[N+]([O-])c1ccc(S(=O)(=O)NCc2nc3cccnc3n2Cc2ccccc2Cl)cc1	6%[57 µM]	5%	1%	-15%	-1%[57.1 µM]	9%	-19%	1%	-3%
O=C(Cn1c(=O)nc(-c2ccccc2)c2ccccc21)N1CCN(c2ccc(F)cc2)CC1	43%[activator]	-4%	-12%	4%	11%[57.1 µM]	-5%	4%	-1%	-1%
Cc1cccc(N2CCN(c3ccc(NC(=O)c4ccccc4)cc3C(=O)O)CC2C)c1 (stereo unspecified)	-1%	16%	?	89µM*	6%[57.1 µM]	6%	11%	-8%	.
O=C(NN1C(=O)CSC1=S)c1cccnc1	12%	7%	0%	?	-3%[57.1 µM]	8%	-13%	111%[activator]	9%
N#CCCN1CCN(S(=O)(=O)c2ccc(S(=O)(=O)N3CCOCC3)cc2)CC1	24%	-6%	338%[activator]	-4%	28%	2%	20%	2%	2%
COc1ccc(-n2nnnc2SCC(=O)N2CCCC2=O)cc1	33%	8%	2%	-13%	-5%	2%	2%	-9%	7%
COC(=O)CCC(=O)Nc1cc(S(=O)(=O)Nc2ccc(Cl)cc2)ccc1N1CCOCC1	?	-2%	?	-27%	21%	-3%	-32%	9%	i
Cc1ccc(-c2csc3ncnc(N4CCN(c5ccccc5O)CC4)c23)cc1	13%	9%	-16%	?	12%	7%	-1%	5%	i
Cc1ccc(-c2cc3c(N4CCN(c5cc(C)ccc5C)CC4)nccn3n2)cc1	-17%	?	-9%	-25%	29%	-17%	?	3%	i
CC(C)CCNC(=O)c1onc(CSc2ccc(Cl)cc2)c1C(=O)NCCC(C)C	75%[activator]	?	?	14%	37%	-3%	2%	-9%	6%
CCOC(=O)c1cccc(NC(=O)c2cc3c(=O)n(Cc4cccnc4)ccc3nc2C)c1	103%[activator]	-4%	9%	-14%	10%[57.1 µM]	3%	-17%	6%	i
CC(C)(C)c1cc(C(=O)NN)n(Cc2ccc(Cl)cc2Cl)n1	40%[activator]	13%	2%	1%	-12%	11%	-3%	-11%	-5%
CN(C)c1ncnc2c1ncn2C1OC(CO)C(O)C1O (stereo unspecified)	13%	0%	443%[activator]	-12%	6%[57.1 µM]	2%	6%	-1%	-7%

Screening data from PubChem.

This is a subset; the hit share may differ from the screen's.
